Assay outcomes as filed in PubChem.
WRN inhibitor – inhibitors of human WRN helicase; AID 651768; 360,000 compounds, 0.46% hits; WRN helicase unwinding, fluorescent forked duplex, kinetic; Potency, µM (highest dose often 114 µM), without a hit: top-dose activity change, negative = inhibition, hits mostly inhibitors; Q14191; also: potency is read from the fitted curve at half-maximal effect; % is scaled to controls: 0 for no effect and ±100 for the full control effect; nearly all actives have a fitted effect of over 55% in size
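Primary qHTS, 1536-well format. 20 nM WRN + compound, 15 min RT; start with 100 nM forked fluorophore/quencher duplex, 2 mM ATP (final); kinetic read ex 525/em 598 nm.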
EPAC1 ag – agonists of human EPAC1; O95398; EPAC1 agonist qHTS, biochemical assay; response scale: 100% = response to 6.5 mM cAMP; Potency, µM (titrated, usually from 154 µM), for the others: at the highest dose activation, usual class: activators; 360,000 compounds, 0.073% hits; AID 720707; also: potency is read from the fitted curve at half-maximal effect; nearly all actives have a fitted effect of over 60% in size
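Nucleotide exchange assay: 100 nM EPAC1 with 250 nM Rap1B loaded with BODIPY-GDP and 50 uM GDP, room temperature. Fluorescence (480/540 nm) read every 5 min for 30 min; signal change normalized to 6.5 mM cAMP as full agonist.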
EPAC2 antag – blocks human EPAC2 exchange factor | Q8WZA2 | EPAC2 GEF exchange of Rap1B-BODIPY-GDP, fluorescence | Potency, µM (top dose mostly 114 µM), inactives show top-dose activity, negative = inhibition, usual class: inhibitors | 360,000 compounds, 0.18% hits; also: potency is read from the fitted curve at half-maximal effect; % is scaled to controls: 0 for no effect and ±100 for the full control effect; nearly all actives have a fitted effect of over 45% in size; many of its hits are not listed in these tables
Mm-Cpn inhibitor – M. maripaludis TRiC chaperonin inhibition; AID 504842; Potency, µM (highest dose often 76.9 µM), for inactives: at the top dose activity, negative = inhibition, hits mostly inhibitors; purified Mm-Cpn ATPase, ADP Transcreener TR-FRET; 330,000 compounds, 0.031% hits; also: potency is read from the fitted curve at half-maximal effect; % is scaled to controls: 0 for no effect and ±100 for the full control effect; nearly all actives have a fitted effect of over 80% in size
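TR-FRET (320 nm excitation; 590 and 665 nm emission) reports ADP made from 10 uM ATP by 25 nM enzyme; compounds were preincubated 10 min, reaction run 30 min, both at 37°C.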
EPAC1 antag – blocks human EPAC1 exchange factor; O95398; EPAC1 GEF assay, Rap1b-BODIPY-GDP exchange fluorescence; Potency, µM (highest dose often 115 µM), for inactives: top-dose activity change, negative = inhibition, actives largely listed as inhibitors; 360,000 compounds, 0.14% hits; AID 720709;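 also: potency is read from the fitted curve at half-maximal effect; plate controls were vehicle for no effect and positive control for full effect; nearly all actives have a fitted effect of over 50% in size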
PI5P4Ka inh – PI5P4K alpha (human) kinase inhibition; P48426; PI5P4Kalpha enzyme, ADP-Glo luminescence, 60 min; stronger effect = lower value; max response, %; 330,000 compounds, 1.2% hits; AID 652105; active = max response of -50% or lower; inconclusive = between -30% and -50%; inactive = -30% or higher; also: value at the top dose of about 77 µM; % is scaled to controls: 0 for no effect and ±100 for the full control effect
Target sequence (P48426 whole entry, looked up): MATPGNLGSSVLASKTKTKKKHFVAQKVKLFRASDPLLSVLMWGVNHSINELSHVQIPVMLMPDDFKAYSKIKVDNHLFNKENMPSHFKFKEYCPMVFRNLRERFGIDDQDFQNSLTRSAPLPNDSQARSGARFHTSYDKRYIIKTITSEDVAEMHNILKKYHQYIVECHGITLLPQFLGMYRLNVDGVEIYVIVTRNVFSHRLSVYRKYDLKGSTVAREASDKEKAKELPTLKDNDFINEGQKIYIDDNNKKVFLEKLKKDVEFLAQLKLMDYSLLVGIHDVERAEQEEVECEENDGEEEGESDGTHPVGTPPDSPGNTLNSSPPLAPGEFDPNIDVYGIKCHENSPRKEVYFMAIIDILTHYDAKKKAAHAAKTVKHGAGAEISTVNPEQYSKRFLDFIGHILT
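Controls without substrate or without enzyme flank wells where PI5P4Kalpha converts substrate using 5 microM ATP (final). Incubation lasts 60 minutes at room temperature; ADP formed is read by ADP-Glo luminescence.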
CCT modulator – modulators of cytosolic chaperonin (CCT/TRiC) activity | 360,000 compounds, 0.3% hits | activity change, % (concentration not given with the values), hits read low | purified chaperonin ATPase assay, HTRF ADP detection, 30 min | AID 651819; in the data active = activity change below about -30%; also: % is scaled to controls: 0 for no effect and ±100 for the full control effect
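We incubate TRiC, 40 or 20 nM final, with library compounds at 76 uM and 10 uM ATP for 30 min at 37 °C. ADP formed is detected with Transcreener HTRF reagents after 30 min at room temperature.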
PLK1 PBD inh – inhibitors of human PLK1 polo-box domain binding; 360,000 compounds, 2.8% hits; Potency, µM, for the others: max response, negative = inhibition, actives largely listed as inhibitors; P53350; Plk1 PBD binding of FITC phosphopeptide, fluorescence polarization; AID 720504; also: potency is read from the fitted curve at half-maximal effect; series mostly up to about 57 µM; % is scaled to controls: 0 for no effect and ±100 for the full control effect; nearly all actives have a fitted effect of over 65% in size
Target sequence (P53350 whole entry, looked up, the tested form may be a part): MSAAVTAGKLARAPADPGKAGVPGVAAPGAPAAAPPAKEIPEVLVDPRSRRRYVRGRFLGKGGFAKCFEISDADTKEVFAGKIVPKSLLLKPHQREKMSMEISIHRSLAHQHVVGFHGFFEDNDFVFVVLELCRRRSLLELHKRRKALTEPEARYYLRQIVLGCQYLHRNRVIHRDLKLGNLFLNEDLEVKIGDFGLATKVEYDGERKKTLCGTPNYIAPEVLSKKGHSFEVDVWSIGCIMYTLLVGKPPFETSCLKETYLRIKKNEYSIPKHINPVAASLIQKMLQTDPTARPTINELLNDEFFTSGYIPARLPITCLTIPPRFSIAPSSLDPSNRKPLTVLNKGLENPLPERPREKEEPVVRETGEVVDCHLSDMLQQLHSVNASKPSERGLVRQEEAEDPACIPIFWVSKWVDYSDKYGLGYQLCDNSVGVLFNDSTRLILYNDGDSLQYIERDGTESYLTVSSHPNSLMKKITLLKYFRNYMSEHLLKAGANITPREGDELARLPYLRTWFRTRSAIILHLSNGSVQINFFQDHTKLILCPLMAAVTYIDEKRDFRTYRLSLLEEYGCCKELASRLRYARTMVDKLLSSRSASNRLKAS
Active calls of the source: *; u = inconclusive; x = not tested or not shown; & = joins results of further samples; [ ] = remark or other dose. Unless noted, calls follow the shape of the dose curve; as a rule, active = well fitted curve in the direction sought with a large enough effect; inconclusive = small, poorly fitted or top-dose-only effect, or another doubt; inactive = no such curve, though single readings can be large; an effect the other way counts as inactive or inconclusive. Some of the compounds tested, so the mix of outcomes need not match the whole.

SMILES	WRN inhibitor	EPAC1 ag	EPAC2 antag	Mm-Cpn inhibitor	EPAC1 antag	PI5P4Ka inh	CCT modulator	PLK1 PBD inh
C#CCOCCOCCOCCNc1nc(N2CCN(C(=O)[C@H](CCC(=O)O)n3cc(C(N)CC(C)C)nn3)CC2)nc(N2CCN(C(=O)[C@H](Cc3cc4ccccc4[nH]3)n3cc(C(N)CC(C)C)nn3)CC2)n1 (some centres not stated)	1%	-15%	2%	x	-8%	-19	-1.4	-5%
O=C(CCc1nnc2n(Cc3ccc(F)cc3)c(=O)c3ccccc3n12)N1CCN(c2ccccn2)CC1	0%	-3%	4%	2%	-9%	5	0.0	4%
O=S(=O)(NCc1ccccc1)c1ccc(F)cc1Br	0%	0%	-6%	0%	8%	0	0.7	-13%
Cc1ccc(CNC(=O)C2CC(c3ccc(C(F)(F)F)cc3)=NO2)o1 (configuration not stated)	14%	-19%	-2%	-23%	5%	2	-1.5	-3%
Cc1c(C)n(CC(O)CN2CCOCC2)c2ccccc12 (configuration not stated)	1%	-3%	3%	-1%	12%	x	0.8	2%
OC(COc1ccccc1)CN1CCN(Cc2ccc3c(c2)OCO3)CC1 (configuration not stated)	4%	9%	0%	2%	6%	-2	-0.7	-21%
CN(C(=O)CN1CCCCCC1)c1c(N)n(Cc2ccccc2)c(=O)[nH]c1=O	-12%	19%	-6%	-1%	-6%	3	-3.0	-18%
CCOC(=O)c1c(NC(=O)CSc2nnc(-c3cccnc3)n2Cc2ccco2)sc(C)c1C	-8%	10%	7%	-4%	-1%	-12	-1.4	-19%
CCOc1ccc(-c2nn(-c3ccccc3)cc2/C=C2\SC(=S)N(Cc3ccco3)C2=O)cc1	-2%	3%	-10%	-9%	-17%	5	-2.5	-18%
Cc1sc2nc(CN3CCOCC3)nc(Oc3ccc(NC(=O)c4ccco4)cc3)c2c1C	-2%	-3%	-7%	0%&-1%	-5%	-1	1.1	u
CCCCc1ccc(NC(=O)NCc2ccccn2)cc1	-9%	-6%	-20%	1%	u	3	1.4	-13%
O=C(/C=C/c1ccco1)N(Cc1ccc(Cl)cc1)C1CCS(=O)(=O)C1 (configuration not stated)	13%	-8%	-2%	-4%	-6%	-28	0.9	u
Cc1cccc(CNc2ccc(S(=O)(=O)N3CCCCC3)cc2)c1	-13%	-3%	-4%	0%	-3%	1	0.9	0%
O=C(CNC(=O)c1ccc2c(c1)OCCO2)N/N=C/c1cccc(Br)c1	-31%[57.1 µM]	2%	-7%	3%	u	-7	1.0	-4%
CC(=O)Nc1ccc(NC(=O)COc2ccc(Cl)cc2Cl)cc1	-2%[57.1 µM]	2%	-3%	-1%	4%	3	-0.8	-12%
CNC(=O)COC(=O)c1ccc(NC(=O)CC#N)cc1	-4%[57.1 µM]	0%	-1%	-1%	-12%	1	-2.4	0%
CC(=O)NCC(=O)OCC(=O)c1ccccc1	-2%	-4%	4%	-2%	13%	x	-1.9	-2%
COc1ccc(CCCc2n[nH]c(=S)o2)c(C)c1	1%	5%	-6%[57.1 µM]	-4%	-1%	-27	-0.8	-10%
CC(C)Cc1nnc(NC(=O)CSc2nc(=O)cc(N)n2-c2ccccc2)s1	-3%	6%	2%	-10%	1%	-5	0.0	-9%
CCN(CC)S(=O)(=O)c1cccc(NC(=O)COC(=O)C2CC3C=CC2C3)c1 (configuration not stated)	-3%	-1%	-4%	-1%	-7%	-4	-0.5	-12%
Cc1ccc(NS(=O)(=O)c2cn(C)cn2)cc1	4%	6%	-1%	0%	-1%	-8	-4.5	-9%
Cn1c(COc2ccccc2)nnc1SCC(=O)Nc1nnc(C2CC2)s1	8%	2%	7%	x	-2%	-13	1.3	30µM*
C/C=C/Cn1cccc(C(=O)Nc2ccc(OC)cc2)c1=O	-3%	-4%	14%	0%	0%	-3	1.2	-5%
Cc1ccc2c(c1)c(=O)c(Br)c(C)n2Cc1ccccc1	3%	-1%	1%	3%	-15%	22	0.1	-3%
O=C(CSCc1ccc(Cl)cc1)NN=C1CCCCCC1	-10%	15%	-3%	2%	7%	10	0.5	-14%

One compound at a time, from the list above. Order of screens: WRN inhibitor | EPAC1 ag | EPAC2 antag | Mm-Cpn inhibitor | EPAC1 antag | PI5P4Ka inh | CCT modulator | PLK1 PBD inh
Results for COc1ccc(CCCc2n[nH]c(=S)o2)c(C)c1 : 1% | 5% | -6%[57.1 µM] | -4% | -1% | -27 | -0.8 | -10%
Results for CC(C)Cc1nnc(NC(=O)CSc2nc(=O)cc(N)n2-c2ccccc2)s1 : -3% | 6% | 2% | -10% | 1% | -5 | 0.0 | -9%

The results go on.
SMILES	WRN inhibitor	EPAC1 ag	EPAC2 antag	Mm-Cpn inhibitor	EPAC1 antag	PI5P4Ka inh	CCT modulator	PLK1 PBD inh
Cc1cccc2cc(C#N)c(SCC(=O)N3CCC(C)CC3)nc12	-10%	9%	-5%	-4%	-3%	-1	-3.7	-7%
c1ccc(Oc2ccccc2-c2cc(NCCc3cccnc3)n3nccc3n2)cc1	6%	-17%	-6%	x	-4%	1	-8.6	-4%
CC(=O)C(C)Oc1ccc2c3c(c(=O)oc2c1C)CCCC3 (configuration not stated)	-16%	10%	-4%	-3%	4%	-1	2.1	-2%
O=C(CNc1cccc([N+](=O)[O-])c1)NC(=O)NC1CCCCC1	-8%	-13%	-5%	2%	-10%	1	1.8	0%
Cc1ccc(C)c2sc(NC(=O)c3ccc(N4CCCCC4)c([N+](=O)[O-])c3)nc12	1%	1%	0%	-1%	8%	x	-1.1	-5%
Cc1ccc(NC(=O)/C(Cl)=C\c2ccccc2)cc1	6%	4%	-2%	-3%	-14%	27	-3.2	-10%
Cc1ccc(NC(=S)NC(=O)/C=C/c2ccco2)c(O)c1	-19%	20%	6%	-1%	-9%	-54*	-0.1	-27%
CCOC(=O)N1CCN(C(=O)c2ccc3c(=O)n(-c4ccccc4F)c(=S)[nH]c3c2)CC1	-5%	-7%	4%	3%	2%	-16	0.7	-14%
Cc1ccc(/C(O)=C2\C(=O)C(=O)N(C)C2c2ccccc2[N+](=O)[O-])cc1 (configuration not stated)	-1%	0%	7%	-2%	-20%	2	1.1	8%
CCS(=O)(=O)Nc1c(C(=O)O)[nH]c2ccccc12	-11%	-3%	-1%	-1%	-17%	-3	-2.0	-25%
CS(=O)(=O)NC1c2cccc3cccc(c23)C1Sc1nncn1/N=C/c1ccco1 (configuration not stated)	4%	-1%	-4%	-2%	-2%	-2	-0.1	-9%
CC1CCN(C(=S)c2ccc(N(C)C)cc2)CC1	-11%	-6%	-22%	-1%	-7%	-3	-1.1	30µM*
C/C(CC(=O)N1CCCC1)=N\NC(=O)c1cc2ccccc2cc1O	-4%	1%	1%	-2%	u	u	-0.8	-18%
COc1ccccc1CNC(c1ccccc1)c1ccccc1	4%	21%	-7%	0%	-7%	1	0.0	2%
COc1ccc(C(=O)NCCc2nnc(SCc3nc4ccccc4c(=O)[nH]3)n2C)cc1	-5%	8%	3%	2%	-11%	10	-0.7	-2%
CCOC(=O)C1CCCN(C(=O)c2cc(C(C)(C)C)nn2C)CC1 (configuration not stated)	2%	-1%	17%	x	6%	-2	-0.6	-9%
CC(=O)Nc1ccc(S(=O)(=O)N2CCN(c3ccc(C)c(Cl)c3)CC2)cc1	0%	-3%	-9%	3%	0%	0	-0.3	-7%
Cc1cc(C(=O)CN2C(=O)C(=O)N(C3CCCC3)C2=O)c(C)n1-c1ccc(F)cc1	-8%	1%	-1%	-5%	0%	4	-4.3	-17%
Cn1c(/C=C/c2ccc([N+](=O)[O-])o2)nc2ccccc2c1=O	-14%	-8%	17%	1%	-9%	-11	0.2	u
Cc1oc(-c2ccc(Cl)cc2)nc1CN1CCCC(C(=O)N2CCN(C(=O)c3ccco3)CC2)C1 (configuration not stated)	1%	5%	-2%	0%	u	-2	-0.7	-6%
COCCCNc1nc2nonc2nc1NCCSC	4%	5%	9%	1%	14%	0	-0.1	1%
NS(=O)(=O)c1ccc(N2C(=O)CCCC2=O)cc1	7%	9%	-2%	x	4%	1	-0.8	1%

Arranged by the number under EPAC2 antag (descending): some entries from above
compound | WRN inhibitor | EPAC2 antag | Mm-Cpn inhibitor | EPAC1 antag | PI5P4Ka inh | CCT modulator | PLK1 PBD inh
COCCCNc1nc2nonc2nc1NCCSC | 4% | 9% | 1% | 14% | 0 | -0.1 | 1%
COc1ccc(C(=O)NCCc2nnc(SCc3nc4ccccc4c(=O)[nH]3)n2C)cc1 | -5% | 3% | 2% | -11% | 10 | -0.7 | -2%
C/C(CC(=O)N1CCCC1)=N\NC(=O)c1cc2ccccc2cc1O | -4% | 1% | -2% | u | u | -0.8 | -18%
Cc1cc(C(=O)CN2C(=O)C(=O)N(C3CCCC3)C2=O)c(C)n1-c1ccc(F)cc1 | -8% | -1% | -5% | 0% | 4 | -4.3 | -17%
CS(=O)(=O)NC1c2cccc3cccc(c23)C1Sc1nncn1/N=C/c1ccco1 (configuration not stated) | 4% | -4% | -2% | -2% | -2 | -0.1 | -9%
c1ccc(Oc2ccccc2-c2cc(NCCc3cccnc3)n3nccc3n2)cc1 | 6% | -6% | x | -4% | 1 | -8.6 | -4%
